TDP1 inh: blocks human tyrosyl-DNA phosphodiesterase 1; Q9NUW8; recombinant TDP1, AlphaScreen DNA substrate cleavage; Potency, µM (doses to about 130 µM), for inactives: at the highest dose activity change, negative = inhibition, actives largely listed as inhibitors; hit rate 0.28% among 350,000; AID 485290; active = well fitted inhibition curve with a large enough effect; note: nearly all actives have a fitted effect of over 40% in size
Target sequence (Q9NUW8 whole entry, looked up): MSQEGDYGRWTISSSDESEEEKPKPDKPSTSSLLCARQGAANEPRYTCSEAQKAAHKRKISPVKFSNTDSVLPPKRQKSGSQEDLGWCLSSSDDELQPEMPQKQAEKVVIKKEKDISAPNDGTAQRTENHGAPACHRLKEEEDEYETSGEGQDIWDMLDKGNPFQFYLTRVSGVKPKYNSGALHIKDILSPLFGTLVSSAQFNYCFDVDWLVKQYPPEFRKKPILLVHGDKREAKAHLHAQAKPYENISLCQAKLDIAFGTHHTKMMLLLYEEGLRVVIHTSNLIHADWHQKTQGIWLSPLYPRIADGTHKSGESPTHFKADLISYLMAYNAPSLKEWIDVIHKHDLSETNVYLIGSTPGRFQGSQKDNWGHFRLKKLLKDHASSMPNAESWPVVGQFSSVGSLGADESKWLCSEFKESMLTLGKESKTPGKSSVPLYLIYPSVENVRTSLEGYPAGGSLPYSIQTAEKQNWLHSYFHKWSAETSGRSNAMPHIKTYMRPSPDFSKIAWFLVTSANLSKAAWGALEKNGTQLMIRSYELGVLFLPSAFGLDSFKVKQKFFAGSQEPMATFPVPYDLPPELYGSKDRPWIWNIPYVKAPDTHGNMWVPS
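Steps: enzyme plus compound, 15 min RT; add biotin/phosphotyrosine-FITC oligonucleotide (15 nM final), react 5 min; add donor/acceptor beads (10 ug/ml final), 10 min; read AlphaScreen. Tdp1 at 1 nM final.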
* hit, by the source's call; & = joins results of further samples; [ ] = remark or other dose. % is set by controls: 0 for no effect and ±100 for the full control effect; potency is the fitted concentration of half-maximal effect. These rows are one share of the data, so the mix of outcomes need not match the whole.

Structure	TDP1 inh
Cc1onc(-c2c(Cl)cccc2Cl)c1C(=O)N[C@H]1C(=O)N2[C@H]1SC(C)(C)[C@H]2C(=O)O	15%[21 µM]
CC(C)(C)S(=O)(=O)c1ccc(S(=O)(=O)C(C)(C)C)s1	2%
Cc1c(Br)c([N+](=O)[O-])nn1CC(=O)Nc1ccc(CC#N)cc1	1%
COc1cc(CC(=O)N/N=C/c2ccccc2)c([N+](=O)[O-])cc1OC	5%
CC(C)C[C@@H](CC(=O)N[C@@H](CCC(=O)O)CC(=O)O)NC(=O)[C@@H]1CNCC[C@H]1NC(=O)C[C@@H](NC(=O)C[C@H](CO)NC(=O)[C@@H]1CNCC[C@H]1N)C(C)C	7%
COc1ccc2nc(N=Nc3c(O)ccc4ccccc34)sc2c1	9%
Oc1ccc(Cn2cc[nH]c2=S)cc1	-6%
CCC(=O)Nc1sc2c(c1C(=O)Nc1cccc(C)c1)CCCC2	1%
CSc1ccccc1NC(=O)CN1CCN(Cc2ccccc2)CC1	2%
NC(=O)C1CCN(c2nc(-c3cccc(Cl)c3)cs2)CC1	5%
COC(=O)c1ccc2c(c1)N(CC(=O)Nc1cccc(C(F)(F)F)c1)C(=O)c1ccccc1S2	-7%
COc1ccc(Cl)cc1NC(=O)N1CCN(S(=O)(=O)c2ccc3c(ccn3C)c2)CC1	7%
O=C(O)CN(CCO)CCN(CC(=O)O)CC(=O)O	11%
C=CCOC(=O)C1=C(C)Nc2[nH]c(=O)[nH]c(=O)c2C1c1cccc(OC)c1 (centres undefined)	2%
COc1ccc(-c2ccc(OC)c(C3C4C=CCC(C)C4C(=O)N3Cc3ccccc3)c2)cc1C (centres undefined)	5%
Cc1cc(=O)oc2c1c(C)nn2-c1ccc(C(=O)OC(C)C)cc1	-6%
Cn1c(O)c(C=NCC2CCNCC2)c(=O)n(C)c1=O	3%
Cc1cccc(-n2c(-c3ccccc3)cn3c4c(=O)[nH]c(=O)n(C)c4nc23)c1	3%
Cc1cc(F)ccc1NC(=O)CCS(=O)(=O)c1ccc2c(c1)NC(=O)CO2	-5%
CCNc1cccc(S(=O)(=O)N2CCN(S(=O)(=O)c3ccc4c(c3)OCCO4)CC2)c1	-5%
CC(C)OC(C)C	7%
CN(CCCC[C@H](CNCc1ccc(-c2ccccc2)cc1)N1C[C@H](c2ccccc2)N(CCc2ccc(Cl)c(Cl)c2)C(=O)C1=O)Cc1ccc(-c2ccccc2)cc1	5%
COC(=O)[C@@H]1C[C@@]2(O)[C@H](O)[C@H](O)[C@H](O)C[C@H]2N1Cc1c(F)cccc1Cl	-4%
Cc1cc(C)nc(SCC(=O)Nc2ncccn2)n1	-1%
COc1cccc(C2c3c(ncn(-c4cccc(Cl)c4)c3=N)Oc3ccc4ccccc4c32)c1 (centres undefined)	7%
COC(=O)c1ccccc1S(=O)(=O)N1CCc2nc(-c3ccccc3)c3c(c2C1)CO[C@@H](C)C3	16%[12.3 µM]
CCOC(=O)C1=C(c2ccccc2)O/C(=C(/C#N)C(F)(F)F)S1	-3%
COC(=O)C/C=C1\c2ccccc2C(OC)C1C (centres undefined)	1%[21 µM]
COc1cc(S(=O)(=O)Nc2cccc(C)c2)ccc1N=Cc1c(C)[nH]n(-c2ccccc2)c1=O	6%
Cc1cc(C)c(S(=O)(=O)NCCc2sc(-c3cccnc3)nc2C)c(C)c1	3%
CCCCN(C)S(=O)(=O)c1ccc(C(=O)Nc2nnc(-c3cccs3)o2)cc1	9%
COc1ccccc1N(CCN1C(=O)c2cccc3cccc(c23)C1=O)C(=O)c1ccncc1	0%
COc1ccc(OC)c(CNS(=O)(=O)c2ccc3[nH]c4c(c3c2)CCCCC4)c1	10%
O=C(N/N=C/c1ccco1)c1[nH]ncc1Br	-4%
CCOc1ccc(CCNC(=O)CN2C(=O)COc3ccc(S(=O)(=O)N4CCC(C)CC4)cc32)cc1	-4%
O=C(NC[C@@H](O)CO)c1c(I)c(C(=O)NC[C@@H](O)CO)c(I)c(N(CCO)C(=O)CO)c1I	6%[21 µM]
CC(C)CCNC(=O)c1ccc(Cl)c(NC(=O)c2ccccc2F)c1	0%
CCOC(=O)c1ccccc1NC(=O)CN1C(=O)CC(c2ccccc2)Sc2ccccc21 (centres undefined)	-2%
CC[C@H]1C2=C3C(CC[C@H]4C(OCc5ccc(F)cc5C(F)(F)F)OC[C@](C)([C@@H]34)N(C(=O)OC(C)(C)C)C2)C(COC(C)=O)C1COC(C)=O (some centres undefined)	6%
Nc1ccc(F)cc1F	15%

Gathered by group: the entries above containing bromine (2)
Structure	TDP1 inh
Cc1c(Br)c([N+](=O)[O-])nn1CC(=O)Nc1ccc(CC#N)cc1	1%
O=C(N/N=C/c1ccco1)c1[nH]ncc1Br	-4%

Quoted from the listing.
CC(C)(C)S(=O)(=O)c1ccc(S(=O)(=O)C(C)(C)C)s1 | TDP1 inh = 2%
Cc1cccc(-n2c(-c3ccccc3)cn3c4c(=O)[nH]c(=O)n(C)c4nc23)c1 | TDP1 inh = 3%

Next section
Structure	TDP1 inh
CCc1ccc(NCc2cc3cc4c(cc3n(CC(=O)Nc3cccc(OC)c3)c2=O)OCO4)cc1	6%
COC(=O)c1ccc(C(/C=C/[C@@H](C)C(=O)N[C@H](C)CO)NC(=O)OCc2ccccc2)cc1 (some centres undefined)	5%
CCC(C)O (centres undefined)	8%
OC[C@@H]1O[C@@H](O)[C@H](O)[C@H](O)[C@@H]1O	6%
CC[C@H]1C2=C3C(CC[C@H]4C(OCc5ccc(F)cc5C(F)(F)F)OC[C@](C)([C@@H]34)N(C(=O)OC(C)(C)C)C2)C(COC)C1COC (some centres undefined)	3%
COC(=O)[C@@]1(Cc2ccccc2)[C@H]2c3cc(C(=O)N(C)C)n(Cc4ccc(S(C)(=O)=O)cc4)c3C[C@H]2CN1C(=O)c1ccccc1	18%
CC(C)OC(=O)C(C#N)c1nc2ccccc2nc1N1CCN(Cc2ccc3c(c2)OCO3)CC1 (centres undefined)	0%
NC(=O)Cn1cc(C(=O)COc2ccccc2)c2ccccc21	-5%
COc1cc(N2C(=O)CSC23C(=O)N(Cc2cccc(F)c2)c2ccccc23)cc(OC)c1OC (centres undefined)	3%
CCOC(=O)CNC(=O)O[C@@H]1C(=O)c2cc(Br)ccc2O[C@H]1c1ccc2c(c1)OCO2	9%
CC(C)=CCC[C@](C)(O)C1CC[C@]2(C)[C@@H]1CC[C@@H]1[C@@]3(C)CCC(=O)C(C)(C)[C@@H]3CC[C@]12C (some centres undefined)	11%
O=C(Nc1ccnc(-c2cccnc2)n1)c1ccc(F)cc1	3%
O=C1C2C3CCCC3=C3CCCC3C2C(=O)N1c1ccccc1Cl (centres undefined)	1%
O=C(Nc1cc(N2CCOCC2)ncn1)NC1(C(F)(F)F)Oc2ccc(Cl)cc2O1 (centres undefined)	2%
CC12CCC(/C(=N/O)C1=O)C2(C)C (centres undefined)	8%
c1ccc(CNCc2nnc(-c3cc4ccccc4[nH]3)o2)cc1	0%
COc1ccc(-c2nn(-c3ccccc3)cc2/C=N/Nc2ccccn2)cc1	-1%
O=c1cc(-c2ccc([N+](=O)[O-])cc2)nc2cc(-c3ccc(Cl)cc3)[nH]n12	-8%
Cc1ccc2cc(CN(Cc3cccs3)C(=O)c3ccco3)c3nnnn3c2c1C	5%
COc1ccc(CN2CCN(CCCc3ccccc3)CC2)c(OC)c1	3%
CN(C)CCCNC(=O)c1ccc(-c2cc(O)c3ncccc3c2)cc1	0%
S=c1nc(C23CC4CC(CC(C4)C2)C3)nc2sccn12	-2%
CN1C(=O)c2c(sc3c2CCCC3)NC1c1ccccc1O (centres undefined)	9%
CCCCNc1nc(C)nc2c1nc(-c1ccccc1)n2CCCCN(CC)CC	6%
CCCOc1cc(C)c(S(=O)(=O)N2CCOCC2)cc1C	1%
CCCc1nc2sc3c(=O)n(N)cnc3c2c2c1COC(C)(C)C2	-1%
CCOC(=O)c1cnc(-n2nc(C)cc2C)nc1NNc1cc(-c2ccccc2)nc(C)n1	0%
CCCn1c(C)nc2c(NCCCN(CC)CC)nc(C)nc21	8%
Cc1nnc2n(Cc3ccccc3)c(=O)c3c4c(sc3n12)CCCC4	10%
Cc1ccc(NS(=O)(=O)c2cc3c(cc2N(C)C)CCC(=O)N3)cc1C	0%
Cc1cc(C)nc(N2CCCC(C(=O)Nc3nnc(C(C)C)s3)C2)n1 (centres undefined)	2%
CC1(OC(=O)CCc2ccccc2)C(=O)C=C2C=C(c3ccsc3)OC=C2C1=O (centres undefined)	0%&0%
COC(=O)NC(c1ccccc1)[C@@]1(C(=O)OC)CCCC1=O (some centres undefined)	6%[21 µM]
COc1ccccc1CNC(=O)c1cc2c(=O)[nH]c3ccccc3c2n1C	-2%
CCc1ccc2oc(-c3cc(NC(=O)c4cccnc4)cc(C)c3O)nc2c1	3%
CC1CCC(C(C)C)C(O)C1 (centres undefined)	5%
Cn1c(=O)c2c(nc(CN3CCN(c4ccccc4)CC3)n2Cc2ccccc2F)n(C)c1=O	4%
COC(=O)c1ccc(S(=O)(=O)N(Cc2cc3cc4c(cc3[nH]c2=O)OCO4)C2CCCCC2)cc1	-4%
CC(C)CN1CN(S(=O)(=O)c2cccs2)c2nc3ccccc3nc21	3%
CC12CC[C@@H]3c4ccc(OS(=O)(=O)O)cc4CC[C@H]3C1CCC2=O (some centres undefined)	9%[21 µM]

Next part
SMILES,TDP1 inh
CC(C)c1cccc(C(C)C)c1NC(=O)c1ccc(OCC(=O)NCc2ccccc2)cc1,3%
Cc1ccc(CC(=O)NCc2cccnc2)cc1,-2%
C#Cc1ccc2c(c1)C(=O)N(C)Cc1c(C(=O)OCCCOC(=O)c3ncn4c3CN(C)C(=O)c3cc(C#C)ccc3-4)ncn1-2,8%
O=[N+]([O-])c1ccc(NCCO)c(OCCO)c1,18%
CCOP(=O)(OCC)C(Nc1cccc(C(F)(F)F)c1)c1ccc(Br)cc1 (centres undefined),3%
COc1ccc2nc3c(cc2c1)Cn1c-3nc2ccccc2c1=O,2%
C=CCN1c2ccccc2[C@]23C[C@@H](C(=O)OC)N(S(=O)(=O)c4c(C)noc4C)C2=NC(C(=O)OC)=C(C(=O)OC)[C@H]13,9%[12.3 µM]
COc1ccc(C(=O)[C@]2(C)C=C(c3ccc(OC)cc3)[C@H](C)C2)cc1,-4%
CC(=O)c1ccc(Nc2c3ccccc3cc3occc23)cc1,15%
Cc1cc2c(nc1C)CCCCN2C[C@H](C)O/N=C1/[C@H]2O[C@@H]2[C@@H](O)[C@H]2[C@H]1CCn1c(=O)n(-c3ccccc3)c(=O)n12,6%[21 µM]
CC(C)CNC(=O)c1c(N)n(/N=C/c2cccnc2)c2nc3ccccc3nc12,7%
Cc1cccc(-n2c(SCN3C(=O)c4ccccc4C3=O)nc3ccccc3c2=O)c1,-3%
c1cc(-c2cnn3cc(-c4ccc(OCCN5CCCCC5)cc4)cnc23)ccn1,8%
CCOC(=O)c1noc2ncn(CC(=O)Nc3ccc(C)c(F)c3)c(=O)c12,3%
COc1cc2c(cc1OC)CN(CC(=O)Nc1ccc(Cl)c(S(=O)(=O)N(C)C)c1)CC2,-5%
COc1cccc(C2C3=C(Nc4[nH]n(-c5ccccc5)c(=O)c42)c2ccccc2C3=O)c1 (centres undefined),7%
CC(=O)OC[C@H]1O[C@@H](CCO/N=C2/[C@H]3O[C@@H]3[C@@H](O)[C@H]3[C@H]2CCn2c(=O)n(-c4ccccc4)c(=O)n23)C=C[C@@H]1OC(C)=O,-1%[21 µM]
Cc1ccc(N=Nc2c(O)c3ccccc3[nH]c2=O)c(S(=O)(=O)N(C)C)c1,5%
COc1cc(/C=N/NC(=O)c2cc3c(ccc4ccccc43)o2)cc(OC)c1O,-3%
CC(C)(C)OC(=O)N1CCC(c2nnc(SCc3cccc(Cl)c3)o2)CC1,5%
CC(C)COc1ncnc2c1sc1nc3c(cc12)COC(C)(C)C3,-5%
CC(=O)OCC(CO)OC(C)=O (centres undefined) (tested in a mixture with another compound),6%
CC(=O)OC(C)C,0%
C=CC[C@@H]1C=C[C@@H](O/N=C(/C)CCC(=O)OC[C@@H]2O[C@H](c3ccccc3)C=C[C@@H]2Oc2ccc(OC)cc2)[C@@H](CO)O1,9%[21 µM]
COC(=O)c1cc2occc2n1Cc1c(F)cccc1Cl,0%
Cn1c(=O)c2c(nc(CN3CCN(Cc4ccccc4)CC3)n2Cc2ccccc2)n(C)c1=O,4%
CCN(CC)CCCN1C(=O)C(O)=C(C(=O)c2sc(C)nc2C)C1c1ccc(C)o1 (centres undefined),-8%
COc1ccccc1-n1cnnc1SCC(=O)Nc1cccc(S(=O)(=O)N2CCCCC2)c1,0%

Sorted by SMILES length (smallest number first): some entries from above.
SMILES,TDP1 inh
COC(=O)c1cc2occc2n1Cc1c(F)cccc1Cl,0%
Cc1ccc(N=Nc2c(O)c3ccccc3[nH]c2=O)c(S(=O)(=O)N(C)C)c1,5%
CC(C)c1cccc(C(C)C)c1NC(=O)c1ccc(OCC(=O)NCc2ccccc2)cc1,3%
C=CCN1c2ccccc2[C@]23C[C@@H](C(=O)OC)N(S(=O)(=O)c4c(C)noc4C)C2=NC(C(=O)OC)=C(C(=O)OC)[C@H]13,9%[12.3 µM]
Cc1cc2c(nc1C)CCCCN2C[C@H](C)O/N=C1/[C@H]2O[C@@H]2[C@@H](O)[C@H]2[C@H]1CCn1c(=O)n(-c3ccccc3)c(=O)n12,6%[21 µM]

A second format for some results above:
TDP1 inh	smiles
-3%	COc1cc(/C=N/NC(=O)c2cc3c(ccc4ccccc43)o2)cc(OC)c1O
5%	CC(C)(C)OC(=O)N1CCC(c2nnc(SCc3cccc(Cl)c3)o2)CC1
-5%	CC(C)COc1ncnc2c1sc1nc3c(cc12)COC(C)(C)C3

Source: PubChem (National Center for Advancing Translational Sciences (NCATS))
